# FAS TE block: FAS thioesterase domain inhibitors, primary screen, biochemical, fluorescence intensity, uHTS. inhibition, % at 15 µM. AID 602261, 2012. recombinant FAS-TE, OMFH fluorogenic substrate, fluorescence endpoint. Fatty acid synthase (Homo sapiens), P49327. 0.67% of 360,000 active;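 active = compounds whose normalised, plate-corrected inhibition of enzyme fluorescence in the single-dose primary screen is 50% or more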;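 also: 0% = DMSO with enzyme and 100% = substrate without enzyme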
# Tb MetRS inh: T. brucei MetRS inhibitors, primary screen, biochemical, luminescence | AID 624268, 2012 | 0.4% of 360,000 active | methionyl-tRNA synthetase (Trypanosoma brucei brucei) | purified T. brucei MetRS, ATP depletion, Kinase-Glo luminescence | inhibition, % at 11.9 µM;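 active = inhibition above a per-plate cutoff of the control wells' mean inhibition plus 3 SD, cut at about 5.5% in these data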;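 also: 0% = DMSO wells median and 100% = median of wells with control inhibitor compound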
#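 Measured by: Kinase-Glo luciferase luminescence reporting remaining unconsumed ATP. Material: purified T. brucei MetRS enzyme. Doses: 11.9 µM compound single dose, 0.9% DMSO. Medium: HEPES buffer containing pyrophosphatase, BSA, spermine, DTT. Times: 15 min preincubation, 2 h reaction, all 25 °C. Reagent: methionine, ATP and bulk E. coli tRNA.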
# PABP1 MLLE inh: inhibitors of PABP1 MLLE–PAM2 peptide binding, primary screen, biochemical, fluorescence polarization, FITC-PAM2, GST-MLLE; Polyadenylate-binding protein 1 (Homo sapiens), P11940; inhibition, % at 20 µM; 0.36% of 360,000 active; AID 588489, 2011; in the data active = inhibition above about 35%, passing the limit was not always enough;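 also: plate controls were DMSO wells with GST-MLLE for no effect and wells lacking GST-MLLE protein for full effect; some results filed as inactive read as strong as hits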
# MsrA inhibitor: bovine MsrA enzyme inhibitors, primary screen, biochemical, absorbance, HTS; 0.75% of 360,000 active; Methionine sulfoxide reductase A (Bos taurus); inhibition, % at 15.5 µM; purified bovine MsrA, absorbance read-out; in the data active = inhibition above about 4.5%;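 also: 0% = vehicle wells with enzyme and 100% = reference inhibitor wells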
# Rin1-Abl PPI inh: inhibitors of Rin1-Abl protein binding, primary screen, biochemical, TR-FRET; Tyrosine-protein kinase ABL1 (Homo sapiens) + Ras and Rab interactor 1 (Homo sapiens), …; inhibition, % at 7.35 µM; 0.4% of 360,000 active; AID 588664, 2011; in the data active = inhibition above about 5%, passing the limit was not always enough
# eLon inh: inhibitors of E. coli Lon protease, primary screen, biochemical, fluorescence polarization; purified E. coli Lon protease; AID 602123, 2011; 0.42% of 360,000 active; inhibition, % at 7.94 µM; P0A9M0; in the data active = inhibition above about 13%, passing the limit was not always enough;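 also: 0% = enzyme with probe and DMSO and 100% = no enzyme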
# MsrA act: bovine MsrA enzyme activators, primary screen, biochemical, absorbance, HTS; AID 602163, 2012; Methionine sulfoxide reductase A (Bos taurus); activation, % at 10.6 µM; purified bovine MsrA, absorbance read-out; 0.3% of 360,000 active; in the data active = activation above about 7.5%;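 also: 0% = vehicle and 100% = reference activator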
# CSN inh: inhibitors of CSN-mediated cullin deneddylation, primary screen, biochemical, fluorescence polarization, uHTS | inhibition, % at 12.5 µM | Purified CSN, SCF-Nedd8-OG deneddylation | 0.38% of 360,000 active;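 active = pattern-corrected inhibition above about 35%, with an unprinted fluorescence ratio check between 0.5 and 1.5, limit read from the data, passing the limit was not always enough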;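 also: 0% = enzyme with substrate and 100% = substrate without enzyme; some results filed as inactive read as strong as hits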
# Target sequence (Q92905 whole entry, looked up, one chain of several): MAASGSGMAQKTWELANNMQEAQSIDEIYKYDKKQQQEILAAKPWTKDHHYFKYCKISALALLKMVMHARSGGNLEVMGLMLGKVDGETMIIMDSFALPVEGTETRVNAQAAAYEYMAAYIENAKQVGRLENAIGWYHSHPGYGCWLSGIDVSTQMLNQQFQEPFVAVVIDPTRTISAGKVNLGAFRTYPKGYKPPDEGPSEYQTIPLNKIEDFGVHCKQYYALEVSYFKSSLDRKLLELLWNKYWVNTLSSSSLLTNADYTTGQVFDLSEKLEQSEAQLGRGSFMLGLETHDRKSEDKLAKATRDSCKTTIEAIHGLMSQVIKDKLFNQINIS
#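 Detection – fluorescence polarization · System – HEK293T-derived human Csn5 enzyme · Controls – substrate-only high control, full reaction low control · Timing – 90 min, room temperature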
# Neddylation inh: inhibitors of cullin neddylation, primary screen, biochemical, TR-FRET, uHTS, NAE and Ubc12; NEDD8-conjugating enzyme Ubc12 (Homo sapiens) + NEDD8-activating enzyme E1 regulatory …; calls only at 25 µM; 0.58% of 360,000 active; in the data active = inhibition above about 36%
# Target sequence (P61081 whole entry, looked up): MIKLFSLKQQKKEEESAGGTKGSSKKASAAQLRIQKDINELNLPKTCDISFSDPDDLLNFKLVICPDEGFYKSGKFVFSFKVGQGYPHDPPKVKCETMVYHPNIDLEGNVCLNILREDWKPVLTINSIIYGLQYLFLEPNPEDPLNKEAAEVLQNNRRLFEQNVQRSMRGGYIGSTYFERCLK
# Target sequence (Q13564 whole entry, looked up): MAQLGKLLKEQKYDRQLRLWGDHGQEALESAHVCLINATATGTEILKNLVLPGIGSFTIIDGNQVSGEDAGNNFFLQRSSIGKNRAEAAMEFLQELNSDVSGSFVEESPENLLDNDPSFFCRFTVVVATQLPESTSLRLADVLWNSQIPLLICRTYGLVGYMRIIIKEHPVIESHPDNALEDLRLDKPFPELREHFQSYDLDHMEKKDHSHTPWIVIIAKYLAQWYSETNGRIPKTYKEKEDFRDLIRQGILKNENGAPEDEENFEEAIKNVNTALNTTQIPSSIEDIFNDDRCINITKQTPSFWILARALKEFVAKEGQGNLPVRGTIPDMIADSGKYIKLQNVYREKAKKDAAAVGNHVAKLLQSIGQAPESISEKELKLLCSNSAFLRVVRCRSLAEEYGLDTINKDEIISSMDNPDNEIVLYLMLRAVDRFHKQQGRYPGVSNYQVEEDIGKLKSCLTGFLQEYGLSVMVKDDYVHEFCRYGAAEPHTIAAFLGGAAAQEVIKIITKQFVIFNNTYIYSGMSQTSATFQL
# Active calls of the source: *; i = inactive; / = not tested or not shown.
SMILES,FAS TE block,Tb MetRS inh,PABP1 MLLE inh,MsrA inhibitor,Rin1-Abl PPI inh,eLon inh,MsrA act,CSN inh,Neddylation inh
COc1ccc(NC(=O)CSc2nc(-c3ccncc3)nn2CC(=O)N2CCCC2)cc1,-12,-0.4,-11,-0.2,2,-5,0,-3,i
CC(=O)Nc1ccc(N2CCN(C(=O)c3cccs3)CC2)cc1,-7,0.0,-10,0.0,-2,5,-1,5,i
CN=C1N(C)C[C@@H]2[C@@H]3C(=O)N(Cc4ccccc4)C(=O)[C@@H]3[C@](Cc3ccccc3)(C(=O)OC)N12,-10,-0.8,-3,0.8,1,-4,-9,-1,i
COc1ccc(CCNc2ccncn2)cc1OC,-7,-0.4,4,0.1,3,-9,4,6,i
CS(=O)(=O)N(CC(=O)N/N=C/c1ccco1)c1ccccc1Br,-6,1.0,-1,0.3,-3,4,-1,1,i
O=C(Nc1ccc(NC(=O)c2ccco2)c(Cl)c1)c1cccc([N+](=O)[O-])c1,-6,-0.5,16,0.2,-2,-12,-4,-15,i
COc1ccc(CNC(=O)c2cc(C(C)=O)c[nH]2)cc1,-4,-0.2,-5,0.1,-2,11,-8,-2,i
COC(=O)[C@@H]1CCCN1Cc1c(C(=O)N2CCCCC2)nc2c(C)cccn12,-2,0.1,-7,-0.4,6,2,-4,-6,i
OCCNCCCCOc1cccc(Br)c1,-7,-0.6,1,-1.3,-2,2,-2,-5,i
O=S(=O)(c1ccc(NC(=S)N/N=C/c2ccc(Oc3ccccc3)cc2)cc1)N1CCOCC1,11,-0.6,26,1.8,-1,-8,-7,-5,i
CNC(=O)c1cccc2nc3ccccc3nc12,0,0.2,8,0.6,-9,7,-2,-3,i
Cc1csc(SCCN2C(=O)c3ccccc3C2=O)n1,-5,-0.3,2,0.2,-2,3,-1,4,i
O=C(O)C1CC(=O)n2c(nc3ccccc32)S1 (stereo not drawn),-8,0.4,-71,0.5,0,-3,2,-2,i
CC(Sc1nncn1C)C(=O)Nc1ccc2ccccc2c1 (stereo not drawn),-8,-0.5,-47,-0.1,2,2,-8,-4,i
O=[N+]([O-])c1ccc(OCC2CC(c3ccccc3)=NO2)cc1 (stereo not drawn),28,0.1,9,-0.1,-4,3,-4,-3,i
Cc1nc(C(=O)Nc2ccc(Cl)cc2)nn1-c1ccc([N+](=O)[O-])cc1,11,-0.3,7,0.4,0,-7,-2,2,i
COc1cccc(CN(C)C(=O)c2sccc2-c2ccccc2)c1OC,7,-0.2,5,-1.4,2,-7,-3,-2,i
COc1ccc(Nc2nc(N)nc(CSC(=S)N3CCC(C)CC3)n2)cc1,3,-0.3,-5,-0.8,1,1,-5,3,i
O=C(CCc1nnc(CCCc2ccccc2)o1)NCCc1ccccc1,-6,-0.1,10,2.4,2,-5,0,0,i
CCC(=O)N1CCc2cc(S(=O)(=O)NC(CC(C)C)C(=O)N3CCc4ccccc43)ccc21 (stereo not drawn),1,-1.1,-6,0.8,6,-9,-8,2,i
Cc1ccc(NC(=S)Nc2ccccn2)cc1C,6,0.1,40*,-0.5,-3,4,-2,0,i
Cc1ccc(-c2csc(N3CCN(c4ccc5nc(-c6ccncc6)n(CCN6CCCCC6)c5c4)CC3)n2)cc1,-14,-0.4,-7,/,0,-29,-7,-1,i
Cc1cccc(NC(=S)NCc2ccncc2)c1C,-9,-1.0,10,-0.6,0,9,-8,1,i
N/C(=N\N=C\c1cccs1)SC1CC(=O)N(c2cccc([N+](=O)[O-])c2)C1=O (stereo not drawn),11,0.6,-7,2.9,2,-5,-1,-1,i
O=C(CSc1nc2ccccc2[nH]1)c1cccs1,-8,-0.2,-67,1.2,-4,1,-14,-1,i
O=C(NCC1CCCO1)/C(=C\c1ccc(Cl)cc1)NC(=O)c1ccccc1 (stereo not drawn),-9,0.4,1,-0.4,2,1,0,-1,i
CCOC(=O)c1ccccc1NS(=O)(=O)c1cnn(CC)c1C,0,0.3,8,-0.7,1,21,-5,1,i
COC(=O)c1ccc(C(=O)OC)c(NC(=O)CCS(=O)(=O)Cc2ccccc2)c1,2,-0.3,-7,0.7,2,2,-1,-1,i
Nc1nonc1-n1nnc(C(=O)N/N=C/c2cccnc2)c1-c1cccs1,-2,0.2,0,2.7,-4,1,-3,0,i
O=C(c1ccc(-n2cnnn2)cc1)N1CCCCC1,-7,-0.4,-3,-1.5,1,-7,-10,-8,i
O=C(O)c1cccnc1SCc1cccc(Cl)c1,-7,-0.8,14,1.5,-1,-3,-4,-4,i
CCOC(=O)CNC(=O)c1sc2nc(C)cc(C)c2c1N,-9,0.2,13,0.4,-4,2,2,5,/
COc1cc2c(cc1NC(=S)Nc1ccccc1C)oc1ccccc12,0,-0.2,28,0.2,-8,9,-3,0,i
Cc1sc2ncnc(SCC(=O)c3ccc(O)cc3O)c2c1C,4,-0.1,8,-0.9,-3,-5,-2,2,i
COC(=O)c1ccc2nc(-c3ccc(Cl)cc3)c(Cc3ccsc3)n2c1,17,-1.4,/,1.0,/,-2,-8,0,i
CN1CCN(C(c2cccc(C(F)(F)F)c2)c2nnnn2Cc2ccccc2)CC1 (stereo not drawn),-3,-0.2,0,0.1,3,0,-1,-3,i
CCC(=O)N1CCC1(C)C(=O)Nc1nccs1 (stereo not drawn),-11,-0.3,4,0.1,-6,-3,-6,-2,i
CC(=O)NC(c1ccc(C)cc1)c1cc([N+](=O)[O-])c2cccnc2c1O (stereo not drawn),12,-0.3,2,-1.0,6,-9,3,5,i
O=C(CCc1nc(-c2ccccc2)no1)Nc1cccnc1,-2,-0.6,8,0.1,-1,-12,-2,-1,i
CN(C(=O)Nc1ccc(Cl)c(Cl)c1)c1ccccc1C(=O)O,0,-0.4,0,1.0,1,-4,-4,-5,i
COc1ccc(-c2nnn(CC(=O)N(CCO)C(C(=O)NC3CCCC3)c3ccc(F)cc3)n2)cc1 (stereo not drawn),-7,-0.7,2,-0.7,-3,1,-2,1,i
O=C(Nc1nnc2n1CCS2)c1ccc(Br)o1,-6,-0.3,10,-1.0,4,-1,-2,3,i
CSc1nc(N2CCOCC2)c2c3c(sc2n1)CCC3,2,-0.9,-8,0.8,-4,1,-3,-3,i
CCN(CC)CCN1C(=O)C(O)=C(C(=O)c2ccco2)C1c1ccccn1 (stereo not drawn),-8,-0.4,22,1.5,-2,4,-7,-1,i
O=C(O)C1CCN(c2ccccc2[N+](=O)[O-])CC1,-2,0.2,2,1.6,-2,4,-2,-4,i
O=[N+]([O-])c1ccc(O)c(C=Nc2ccc3c(c2)OCCO3)c1,-7,0.8,15,1.2,1,8,-6,-4,i
CNC(=O)NNC(=O)c1nc(-c2ccccc2)c(C)o1,-4,-0.6,9,-0.2,-3,1,-6,-1,i
Cc1cc(O)c(C(C)C)cc1N=Nc1ccccc1C(=O)O,-2,-0.3,-70,1.7,-5,-14,-6,7,i
COC(=O)CNC(=O)c1ccccc1F,-3,-1.9,-2,-0.5,-1,2,-13,-2,i
O=C(NCCC(NS(=O)(=O)OCC(Cl)(Cl)Cl)c1ccccc1)C(F)(F)F (stereo not drawn),-3,-0.2,0,-0.6,3,9,0,1,i
COc1cccc(-c2nc(CS(=O)CC(=O)NC3CCCCC3)c(C)o2)c1 (stereo not drawn),-6,-0.9,2,-0.3,0,-4,-9,-7,i
C(=C\c1ccccc1)/CN1CCN(C(c2cc3ccccc3o2)c2nnnn2Cc2ccccc2)CC1 (stereo not drawn),20,-1.0,4,2.4,6,-12,-6,0,i
O=C(CSc1nnc(-c2cccnc2)o1)Nc1nccs1,-8,-0.1,18,-0.4,-1,-2,-1,-4,i
CCCn1c(=O)c(C(=O)NNC(=O)c2ccc(Cl)cc2Cl)c(O)c2ccccc21,5,0.1,11,0.3,-2,-3,-3,-6,/
Cc1ccc(-c2noc(CCC(=O)NCC3CCN(Cc4cccc(C)c4)CC3)n2)cc1,0,-0.7,-11,-0.3,4,-4,-4,1,i
Nc1nnc2c(n1)CCCC2,-5,0.8,27,0.6,3,-7,0,4,i
COc1cc(C(O)c2nc(-c3cccc(C#N)c3)cs2)ccc1F (stereo not drawn),12,-0.1,-3,-0.6,1,-10,-4,-2,i
Cc1c(Cl)cccc1NC(=O)c1cccnc1,-10,-1.2,3,-0.4,1,7,-4,8,i
CCOC(=O)C1CCCN(S(=O)(=O)CCNC(=O)c2ccc3c(c2)OCO3)C1 (stereo not drawn),-6,-0.4,15,0.8,3,-5,-2,-5,i
C=C1CCN([C@@H](CC(C)C)C(=O)NN2CCOCC2)S(=O)(=O)c2ccccc21,-12,-0.4,2,-1.4,0,-2,-4,9,i

# Arranged by molecular weight (highest first): part of the list above
SMILES,FAS TE block,Tb MetRS inh,PABP1 MLLE inh,MsrA inhibitor,Rin1-Abl PPI inh,eLon inh,MsrA act,CSN inh,Neddylation inh
COC(=O)[C@@H]1CCCN1Cc1c(C(=O)N2CCCCC2)nc2c(C)cccn12,-2,0.1,-7,-0.4,6,2,-4,-6,i
Cc1csc(SCCN2C(=O)c3ccccc3C2=O)n1,-5,-0.3,2,0.2,-2,3,-1,4,i
O=C(CCc1nc(-c2ccccc2)no1)Nc1cccnc1,-2,-0.6,8,0.1,-1,-12,-2,-1,i
OCCNCCCCOc1cccc(Br)c1,-7,-0.6,1,-1.3,-2,2,-2,-5,i
COc1ccc(CCNc2ccncn2)cc1OC,-7,-0.4,4,0.1,3,-9,4,6,i
COC(=O)CNC(=O)c1ccccc1F,-3,-1.9,-2,-0.5,-1,2,-13,-2,i

# The results go on.
SMILES,FAS TE block,Tb MetRS inh,PABP1 MLLE inh,MsrA inhibitor,Rin1-Abl PPI inh,eLon inh,MsrA act,CSN inh,Neddylation inh
CC(C)c1ccc(NC(=O)C2(C)Cc3c(-c4ccc(C(N)=O)cc4)ccnc3O2)cc1 (stereo not drawn),14,0.1,6,-0.4,-9,-4,-1,-5,i
COc1ccc2c(c1OC)C(=O)OC2Nc1ccccc1S(=O)(=O)C(F)F (stereo not drawn),-8,-0.4,-6,-0.1,1,-6,-1,-2,i
Cc1ccc(/C=C/c2nnc(-c3cccs3)o2)cc1,10,-2.3,-11,1.4,4,-9,-14,-3,i
CCCCC(CC)C(=O)Nc1cc(C(=O)NCCC)ccc1N1CCC2(CC1)CC(c1ccccc1)=NO2 (stereo not drawn),24,-0.1,-4,0.2,4,5,-1,1,i
CCc1ccc(NC(=O)CN(C)S(=O)(=O)c2ccc3[nH]c(=O)oc3c2)cc1,-4,0.2,1,/,-1,9,1,4,i
Cc1nnsc1-c1c(C(=O)O)c(C)nn1-c1ccc(OC(F)(F)F)cc1,-9,-0.5,7,-0.5,1,5,-4,3,i
O=C1CC(N2CCN(c3ccc(S(=O)(=O)N4CCOCC4)cc3)CC2)C(=O)N1Cc1ccccc1 (stereo not drawn),56*,1.8,-6,-0.2,3,-15,-3,2,i
COC(=O)C1C(=O)C2=C(CC1C)Nc1ccccc1NC2c1ccc(C)s1 (stereo not drawn),0,-0.7,3,3.0,3,-1,-2,-3,i

# High-throughput results as filed in PubChem.

# No enrichment for hits. About 4% of those tested had a hit in this group.
